Source: PubChem
Gli-Sufu antag = antagonists of Gli-Sufu signaling; 0.74% of 340,000 active; inhibition, % at 5 µM; Sufu-KO-LIGHT fibroblasts, Gli luciferase reporter luminescence;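 active = inhibition above about 55%, limit read from the data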;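 also: 0% = DMSO-treated cells and 100% = wells with medium but no cells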
ATG4B inhibitor = ATG4B (human) cysteine protease inhibition; Q9Y4P1; ATG4B cleavage of LC3-PLA2, NBD-HPC fluorescence, 1 h; 0.51% of 340,000 active; AID 504462; inhibition, % at 8.33 µM; in the data active = inhibition above about 40%
CXCR6 inh = blocks human CXCR6 beta-arrestin recruitment | inhibition, % at 20 µM | O00574 | 0.36% of 360,000 active | CHO-K1 PathHunter CXCR6 beta-arrestin, luminescence; in the data active = inhibition above about 34%, passing the limit was not always enough;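 also: antagonist mode with CXCL16 agonist at 10 nM final; 0% = 10 nM CXCL16 with DMSO and 100% = unstimulated wells without agonist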
APJ antag = blocks the human apelin receptor APJ; P35414; 0.32% of 330,000 active; inhibition, % at 20 µM; AID 2521; CHO-K1 APJ beta-arrestin complementation, luminescence;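 active = inhibition above about 40% at 20 µM, limit read from the data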;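 also: cells challenged with 10 nM apelin-13 agonist together with compound; plate controls were apelin-13 plus DMSO wells for no effect and DMSO wells lacking apelin-13 for full effect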
CCR6 antag = antagonists of human CCR6 receptor | P51684 | CHO-K1 CCR6 PathHunter beta-arrestin, luminescence, CCL20-stimulated | AID 493098 | 0.49% of 340,000 active | inhibition, % at 20 µM;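 active = compounds whose inhibition of the agonist-driven luminescence signal at 20 µM reaches about 50%, limit read from the data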;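 also: cells stimulated with CCL20 at 14 nM final; plate controls were DMSO with CCL20 for no effect and DMSO without agonist for full effect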
Target sequence (P51684 whole entry, looked up): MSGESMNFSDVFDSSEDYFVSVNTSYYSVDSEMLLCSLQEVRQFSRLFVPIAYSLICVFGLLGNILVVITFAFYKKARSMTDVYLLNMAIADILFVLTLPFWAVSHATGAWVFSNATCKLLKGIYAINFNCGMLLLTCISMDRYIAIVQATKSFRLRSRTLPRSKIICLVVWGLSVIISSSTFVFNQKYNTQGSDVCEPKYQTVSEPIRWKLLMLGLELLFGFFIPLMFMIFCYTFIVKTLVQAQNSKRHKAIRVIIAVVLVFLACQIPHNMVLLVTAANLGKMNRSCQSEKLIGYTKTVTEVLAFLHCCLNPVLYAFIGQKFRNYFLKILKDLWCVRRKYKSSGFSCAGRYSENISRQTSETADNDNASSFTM
APJ agonist = APJ receptor agonism. CHO-K1 APJ PathHunter beta-arrestin, luminescence; 0% DMSO wells, 100% apelin. 0.11% of 330,000 active. AID 2520. activation, % at 20 µM. P35414;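 active = activation more than six SD over the plate average, tested at 20 µM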;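 also: 0% = DMSO alone and 100% = apelin-13 at 10 nM; some results filed as inactive read as strong as hits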
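assay system = CHO-K1 APJ beta-arrestin complementation cell line | input = cell density 1000 per well | dosing = compound 20 µM once, DMSO 1% | timing = compound 90 min 25 °C, reagent 1 h | measured by = luminescence from split beta-galactosidase complementation, Galacton Star/Emerald II substrate | read-out basis = APJ agonist activity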
EBI2 block = blocks human EBI2 receptor beta-arrestin signaling; EBI2 beta-arrestin recruitment, luminescence, 7a,25-OHC stimulated; inhibition, % at 5 µM; 0.81% of 360,000 active; AID 651636; in the data active = inhibition above about 38%;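 also: enzyme fragment complementation signal reports receptor beta-arrestin coupling in cells; 0% = agonist plus DMSO wells and 100% = wells without agonist; some results beyond the cut were filed as inactive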
Target sequence (P32249 whole entry, looked up, the tested form may be a part): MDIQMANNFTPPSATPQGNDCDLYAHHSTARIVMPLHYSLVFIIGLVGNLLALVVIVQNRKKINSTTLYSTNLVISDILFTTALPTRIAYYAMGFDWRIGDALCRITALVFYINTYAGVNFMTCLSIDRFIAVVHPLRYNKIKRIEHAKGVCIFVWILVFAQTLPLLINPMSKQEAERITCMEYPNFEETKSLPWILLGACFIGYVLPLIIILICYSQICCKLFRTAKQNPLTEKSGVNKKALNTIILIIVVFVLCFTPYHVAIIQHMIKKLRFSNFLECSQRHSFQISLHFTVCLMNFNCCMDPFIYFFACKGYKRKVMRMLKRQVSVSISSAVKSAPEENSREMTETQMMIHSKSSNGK
UBC13 polyUb = inhibitors of human UBC13 polyubiquitin chain formation; P61088; TR-FRET; inhibition, % at 20 µM; 0.47% of 330,000 active; AID 485273; in the data active = inhibition above about 45%, passing the limit was not always enough
Target sequence (P61088 whole entry, looked up): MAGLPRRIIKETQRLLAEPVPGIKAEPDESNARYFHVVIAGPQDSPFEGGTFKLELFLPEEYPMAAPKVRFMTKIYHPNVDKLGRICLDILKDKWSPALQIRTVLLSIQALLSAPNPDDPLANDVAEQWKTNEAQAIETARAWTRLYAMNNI
Numbers without * were called inactive; . = not tested or not shown.

Start of the data: the first 2 records as a preview:
entry | Compound | Gli-Sufu antag | UBC13 polyUb | APJ agonist | CXCR6 inh | APJ antag | CCR6 antag | ATG4B inhibitor | EBI2 block
1 | CCOC(=O)c1c(C)[nH]c(C(=O)CN2CCOCC2)c1C | -22 | 2 | -4 | -6 | -29 | -26 | -2 | -4
2 | CCOC(=O)c1ccc(NC(=O)CCn2c(=O)oc3ccccc32)cc1 | -1 | 4 | 0 | 4 | 3 | 6 | -8 | -8

The listing, from the first entry:
entry | Compound | Gli-Sufu antag | UBC13 polyUb | APJ agonist | CXCR6 inh | APJ antag | CCR6 antag | ATG4B inhibitor | EBI2 block
1 | CCOC(=O)c1c(C)[nH]c(C(=O)CN2CCOCC2)c1C | -22 | 2 | -4 | -6 | -29 | -26 | -2 | -4
2 | CCOC(=O)c1ccc(NC(=O)CCn2c(=O)oc3ccccc32)cc1 | -1 | 4 | 0 | 4 | 3 | 6 | -8 | -8
3 | Cc1ccc(Cn2ccc(NC(=O)c3noc4c3CCCCC4)n2)cc1 | -15 | -4 | -4 | -5 | -7 | 10 | 4 | 12
4 | COc1ccc(-c2cc(=O)oc3cc(OC(C)C(=O)NCC4CCC(C(=O)O)CC4)ccc23)cc1 (centres undefined) | 8 | -8 | -1 | 6 | -8 | -1 | -6 | 3
5 | COC(=O)CCC(=O)OC1(C)C(=O)C=C2C=C(C3CC3)N(Cc3ccc4c(c3)OCO4)C=C2C1=O (centres undefined) | -4 | -24 | 17 | -2 | -46 | -12 | -4 | -18
6 | Fc1ccc(-c2nnc(Cc3ccc(Cl)cc3)o2)cc1 | -26 | 16 | -1 | 3 | 14 | 10 | -8 | -1
7 | O=C(Nc1ccc(Cl)cc1C(=O)NCCN1CCOCC1)c1ccc(Cl)cc1Cl | 5 | 4 | -2 | -5 | 14 | -10 | -8 | -16
8 | CN1C(=O)C(C)(C)c2cc(S(=O)(=O)N3CCN(c4ccc(F)cc4)CC3)ccc21 | 5 | 5 | -4 | -22 | -12 | 8 | 0 | -1
9 | COc1ccc(Nc2ccc(S(=O)(=O)N3CCCCC3)cc2[N+](=O)[O-])cc1OC | 10 | -37 | -1 | 13 | -9 | 17 | -8 | 3
10 | Nc1ccnc(C(F)(F)F)c1C(=O)c1ccccc1 | -2 | 1 | -2 | 0 | 6 | -4 | -1 | -1
11 | Cc1nc2oc3ccccc3c(=O)c2c(=O)n1Cc1ccccc1 | 13 | 7 | -3 | 1 | 3 | 0 | 6 | -3
12 | COC(=O)c1cc(S(=O)(=O)Nc2ccsc2C(=O)OC)oc1C | 7 | 0 | 3 | 4 | -4 | 9 | 7 | -9
13 | COc1ccccc1C(c1c(O)nc(SC)[nH]c1=O)c1c(O)nc(SC)[nH]c1=O | 12 | -10 | -2 | 1 | -23 | -2 | 1 | -4
14 | O=C(C(=O)N1CCCCC1)c1c(-c2ccccc2)[nH]c2ccccc12 | -5 | -3 | -4 | -19 | 10 | 20 | 5 | 7
15 | COc1ccc(NS(=O)(=O)c2cc(C)ccc2C)cc1 | -4 | -1 | 7 | 3 | -8 | -16 | 1 | -18
16 | O=C(NCCCN1CCOCC1)c1cn(-c2ccccc2)nc1-c1cccs1 | 0 | -2 | -1 | 8 | 2 | -10 | -7 | -1
17 | Cc1cccc(-c2nn(-c3ccccc3)cc2C(=O)N2CCN(C3CCS(=O)(=O)C3)CC2)c1 (centres undefined) | 1 | 0 | 1 | 3 | -17 | -1 | -11 | -3
18 | CC1=C(C(N)=O)C(c2cccc(O)c2)n2nc(CCCO)nc2N1 (centres undefined) | 5 | 1 | -4 | -2 | 17 | 0 | 0 | -3
19 | O=[N+]([O-])c1ccc(Cl)cc1C=NNc1ccccn1 | 28 | . | . | -8 | . | 9 | 8 | -7
20 | O=C(CC1C(=O)NCCN1C(=O)Nc1ccccc1)Nc1ccc2c(c1)OCO2 (centres undefined) | 4 | 0 | -4 | 0 | 7 | -19 | -13 | -7
21 | Cc1cc(C)n(C(=O)c2ccc(S(=O)(=O)NCC3CCCO3)cc2)n1 (centres undefined) | 1 | 0 | -1 | -4 | 11 | 0 | -4 | 5
22 | C=CCC(NC(C)c1ccccc1)c1ccco1 (centres undefined) | 3 | 2 | -3 | -2 | 10 | -10 | 1 | 6
23 | Cc1ccc(CN2CCN(Cc3cc(=O)c4ccccc4[nH]3)CC2CCO)o1 (centres undefined) | 14 | -15 | -2 | -12 | -13 | 0 | 1 | 4
24 | CCCn1c(/C=N/Nc2nc3ccccc3[nH]2)nc2ccccc21 | -2 | . | . | 8 | . | 34 | 9 | 13
25 | CC1CCN(C(=O)c2ccc(NS(C)(=O)=O)cc2)CC1 | 0 | -11 | -2 | 6 | -15 | -3 | -12 | 13

entry | Compound | Gli-Sufu antag | UBC13 polyUb | APJ agonist | CXCR6 inh | APJ antag | CCR6 antag | ATG4B inhibitor | EBI2 block
26 | Cn1cc(CNC(=O)c2cc(COc3ccc4c(c3)CCCC4)on2)cn1 | 4 | 9 | -3 | 0 | 11 | 20 | -4 | 10
27 | O=C1CSC(=S)N1c1ccc(Cl)c(Cl)c1 | 8 | -3 | -3 | 5 | 9 | 12 | 5 | -10
28 | O=C(Cn1nc(Cl)nc1Cl)c1ccc(F)cc1 | 1 | 0 | 1 | 3 | -3 | 13 | -3 | -3
29 | Cn1ccnc1SCC(=O)c1cc2ccccc2o1 | -5 | -8 | -3 | 1 | 3 | 8 | -20 | 4
30 | CCCCC1=CC2=C(c3ccco3)C(=O)C(C)(OC(=O)c3ccc(OC)cc3)C(=O)C2=CN1Cc1ccco1 (centres undefined) | -2 | 35 | -4 | 0 | 1 | 18 | 16 | 1
31 | CCCCN1CC(COCc2ccccc2)OCCS1(=O)=O (centres undefined) | -2 | . | . | 5 | . | -2 | 0 | -4
32 | O=C(CSc1nnc(COc2ccccc2)o1)N1CCN(c2ccccc2)CC1 | 6 | -4 | 1 | -1 | -9 | 6 | -1 | 20
33 | CN1CCc2ccc(NC(=O)c3ccc(C(F)(F)F)cc3)cc2C1 | -5 | -7 | -3 | -4 | 4 | 11 | -8 | 13
34 | Fc1ccc(-c2nc(-c3cnccn3)no2)c(Cl)c1 | -47 | 1 | -1 | 0 | 2 | 8 | -9 | -7
35 | COc1ccc(-c2ccc3oc(-c4ccsc4)c(-c4ccc(OC)cc4)c3c2)cc1 | 4 | 0 | -3 | 7 | -13 | 17 | 3 | -4
36 | Oc1ccc2ccccc2c1CNc1ccccc1 | 0 | . | . | -20 | . | -3 | 5 | 6
37 | CCc1ccc(-c2cc(C)no2)cc1S(=O)(=O)N1CCN(c2ccccn2)CC1 | -4 | 2 | -1 | 6 | 13 | 3 | 19 | 14
38 | COc1cc(CC(=O)NCC2CCCCC2)cc(OC)c1OC | 1 | -7 | 0 | 0 | -14 | 1 | -1 | -13
39 | O=C(Nc1ccc(C(=O)Nc2ccccc2Cl)cc1)c1cccnc1 | 5 | 0 | 1 | 0 | 3 | 2 | -5 | -3
40 | COCc1nnc(NS(=O)(=O)c2ccc([N+](=O)[O-])cc2)s1 | -1 | 3 | 3 | -5 | -17 | 6 | -10 | 0
41 | COC(=O)c1sccc1NC(=S)N1CCC(C(N)=O)CC1 | 8 | -5 | -2 | 1 | -7 | 10 | -3 | -7
42 | Cc1cc(OCC(=O)NCCCN(C)C)cc(C)c1Br | -33 | 8 | -1 | -1 | 19 | 0 | -7 | 10
43 | CCOC(=O)C(=CNNc1c(C)csc1C(=O)OC)C(=O)OCC | 4 | -7 | -5 | 2 | -1 | 19 | 8 | 4
44 | COc1ccc(-n2nc(C(=O)NCC(=O)N3CCCC(C)C3)c3ccccc3c2=O)cc1Cl (centres undefined) | 11 | 11 | -2 | 0 | 13 | 12 | -1 | -7
45 | O=C(O)C/C(=C\c1cc(Br)cs1)c1nc2ccccc2o1 | 12 | -6 | 2 | 2 | 1 | 8 | -3 | -13
46 | O=C(COc1ccccc1Cl)NCc1ccccc1 | -34 | -1 | -2 | 8 | 12 | 7 | 0 | 1
47 | CC(C)CCC(CCN1CCCC1)c1ccc2c(c1)OCO2 (centres undefined) | 9 | 14 | -6 | 3 | 19 | 10 | 5 | -4
48 | CCOC(=O)c1cc(-c2ccccc2)n(Cc2cc(CC)no2)n1 | 2 | -4 | -7 | 1 | -43 | -7 | -1 | -21
49 | O=C(COC(=O)c1cccc(NS(=O)(=O)c2ccc(F)c(F)c2)c1)NC(=O)NC1CCCC1 | -1 | 2 | 1 | 5 | 4 | 2 | -2 | -3
50 | COc1ccc(C2(O)CCN(CC(=O)Nc3nc(-c4ccccc4)cs3)CC2)cc1 | 10 | 0 | -1 | -9 | -5 | 3 | -19 | 3

Single entries from above:
APJ agonist result of compound 7 reads -2
CXCR6 inh result of compound 47 reads 3

(listing goes on)
entry | Compound | Gli-Sufu antag | UBC13 polyUb | APJ agonist | CXCR6 inh | APJ antag | CCR6 antag | ATG4B inhibitor | EBI2 block
51 | COC1=C/C(=C/c2c(N)n3c(nc2=O)sc2cc(S(C)(=O)=O)ccc23)C=CC1=O | -3 | -120 | -3 | 4 | 12 | 5 | -9 | 0
52 | COc1ccc(/C=C/C(=O)N2CCN(c3ccccn3)CC2)c(OC)c1OC | 7 | 3 | -3 | 0 | 16 | 2 | -3 | -4
53 | COCCn1cnc2c1c(=O)n(CC(=O)c1ccc3c(c1)OCCO3)c(=O)n2Cc1ccccc1 | 8 | 4 | -2 | -6 | 12 | 20 | -5 | -4
54 | O=C(N/N=C/c1ccc2cccc(OCc3ccccc3)c2n1)c1ccc(Cl)cc1 | 13 | 10 | -5 | 3 | -17 | -10 | -6 | 17
55 | O=C(C1CCN(c2nnc(-n3cccc3)s2)CC1)N1CCOCC1 | -15 | 4 | 0 | 0 | -14 | 0 | -8 | -3
56 | O=C1Nc2ccc(F)cc2C12Nc1ccccc1-c1nnc(SCc3ccccc3F)nc1O2 (centres undefined) | 4 | -15 | -10 | 7 | 17 | 25 | 11 | 25
57 | CSCCC(=O)N1CCC(n2nccc2NC(=O)CCCc2ccccc2)CC1 | 10 | -5 | 5 | 4 | -3 | 0 | -1 | -3
58 | COc1ccc(OCC(O)CN2CCc3ccccc3C2)cc1 (centres undefined) | 12 | 3 | -5 | 5 | -1 | 15 | -5 | 20
59 | COc1ccc(N2CC(C(=O)OCC(=O)Nc3cccc(C)c3)CC2=O)cc1 (centres undefined) | -20 | 6 | -3 | 0 | 15 | -2 | -5 | 0
60 | CC1=NN(Cc2ccccc2)C(=O)C1 | 12 | -16 | 6 | 17 | -1 | 4 | 1 | -9
61 | Cc1cccc(C)c1NC(=O)Nc1cccs1 | -1 | -4 | -3 | 4 | -7 | 6 | -5 | -5
62 | CCOC(=O)c1c(C)c(C(=O)NCc2ccco2)c(C)n1C | 8 | 8 | -2 | 0 | 5 | 11 | -7 | -11
63 | O=C(CN1CCOCC1)NNC(=S)Nc1ccccc1 | -12 | -3 | -2 | 9 | 10 | -9 | -1 | -19
64 | COc1ccc(C(C)=O)cc1COC(=O)c1cccc(N(C)C)c1 | 0 | 12 | -5 | 1 | 11 | 13 | -6 | 9
65 | O=C(Nc1sc2c(c1C(=O)O)CCC2)c1ccccc1 | -16 | 0 | -2 | 6 | 10 | 0 | 11 | -8
66 | CCCc1nnc(SCC(=O)N2C(C)CCCC2C)n1CC1CCCO1 (centres undefined) | -2 | -6 | 0 | 0 | -4 | -15 | -3 | 0
67 | COc1ccccc1C(=O)C1CCCN(C(=O)c2cc(CC(C)C)nc(C)n2)C1 (centres undefined) | -13 | 7 | -3 | 2 | -14 | -5 | 0 | 0
68 | CN(C(=O)NC(=O)C1=C(N2CCOCC2)/C(=C/c2ccccc2)CC1)S(C)(=O)=O | 4 | 3 | 0 | -4 | -13 | 4 | -9 | -9
69 | COCCSc1nnc(NC(=O)Cc2cccs2)s1 | -9 | -4 | -1 | -2 | 9 | 4 | 11 | 5
70 | Cn1cccc1CC(=O)NNC(=S)NC(=O)c1ccccc1Br | -4 | 1 | -2 | 10 | 7 | 23 | -8 | -4
71 | CC(=O)Nc1cccc(C(=O)OC(C(=O)c2ccc(C)cc2)c2ccccc2)c1 (centres undefined) | 3 | -2 | -3 | 12 | 6 | -1 | 15 | 12
72 | N#Cc1ccc(CSc2nnc(-c3ccccn3)n2-c2ccccc2)cc1 | 5 | -12 | 0 | 6 | -9 | 10 | 3 | 6
